PTHR1 ag – qHTS for PTHR1 Agonists: Primary Screen; HEK293 GP2 PTHR1 cells, GloSensor cAMP luminescence, 1 h; Potency, µM (highest dose often 115 µM), for the others: at the highest dose activation, usual class: activators; hit rate 0.075% among 410,000; also: potency is read from the fitted curve at half-maximal effect; nearly all actives have a fitted effect of over 55% in size; some results filed as inactive show a strong effect at the top dose; inactives centre near -15; many of its hits are not listed in these tables
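HEK-293-derived GP2 cells expressing PTHR1 and a GloSensor cAMP reporter, 3,000/well, plated overnight, given luciferin plus IBMX (each 0.5 mM as added) for 1 h at 37 °C, then compound for 1 h at 37 °C. Luminescence was read after 15 min at room temperature.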
DRD3 antagonist – qHTS of D3 Dopamine Receptor Antagonist: qHTS; D(3) dopamine receptor (Homo sapiens), P35462; D3R cells, DiscoveRx beta-arrestin luminescence, antagonist mode; active compounds read low; max response, negative = inhibition, %; hit rate 2.5% among 360,000; AID 652054, 2013; in the data active = max response below about -50%; inconclusive = no clear call, values can overlap the other calls; also: % is scaled to controls: 0 for no effect and ±100 for the full control effect; mostly tested at two doses, the higher about 12 µM
Target sequence (P35462 whole entry, looked up): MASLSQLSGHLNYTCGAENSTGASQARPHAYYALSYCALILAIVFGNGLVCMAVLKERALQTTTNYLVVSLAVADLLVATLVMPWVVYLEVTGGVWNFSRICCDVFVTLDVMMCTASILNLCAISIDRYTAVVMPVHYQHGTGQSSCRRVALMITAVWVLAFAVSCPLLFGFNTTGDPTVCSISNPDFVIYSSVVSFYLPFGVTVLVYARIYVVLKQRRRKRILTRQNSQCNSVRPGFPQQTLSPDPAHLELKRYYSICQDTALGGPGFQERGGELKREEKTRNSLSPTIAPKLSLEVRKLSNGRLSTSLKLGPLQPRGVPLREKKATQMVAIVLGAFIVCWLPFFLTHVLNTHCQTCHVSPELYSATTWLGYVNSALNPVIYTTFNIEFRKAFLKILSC
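Cells expressing the human receptor were seeded at 1500 cells/well, incubated overnight at 37 degrees C in 5% CO2, then exposed to library compounds with dopamine controls for 90 minutes at 37 degrees C before luminescent detection.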
KB-V1 MDR tox – qHTS assay for MDR1-selective chemotherapeutics: Primary screen using the drug-selected MDR subline cells KB-V1 | Potency, µM (titrated, usually from 46.1 µM), inactives show top-dose activity change, negative = cytotoxicity, actives largely listed as cytotoxic | KB-V1 MDR cells viability, CellTiter-Glo, 72 h | hit rate 3.4% among 400,000; also: potency is read from the fitted curve at half-maximal effect; % is scaled to controls: 0 for no effect and ±100 for the full control effect; nearly all actives have a fitted effect of over 60% in size
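KB-V1, DMEM (no phenol red) + 10% FBS; cpd pin-transferred, titration series; 72 h, 37 degrees C; CellTiter-Glo, luminescence. Data normalized, curve-fit.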
HEK293 tox – qHTS of GLP-1 Receptor Inverse Agonists: Cytotox Screen | HEK293 cAMP-luciferase reporter cells, luminescence, 24 h | Potency, µM (doses to about 38.3 µM), without a hit: top-dose activity change, negative = inhibition, actives largely listed as inhibitors | hit rate 0.13% among 410,000 | AID 624418, 2012;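 also: loss of luciferase light is scored as toxicity; potency is read from the fitted curve at half-maximal effect; % is scaled to controls: 0 for no effect and ±100 for the full control effect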
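Here, cytotoxicity is scored as loss of luminescence. The MLSMR collection was tested on cells seeded in medium containing 10% Nu serum, with a 24 hr compound exposure preceded by 12 hours of culture.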
DRD3 agonist – qHTS of D3 Dopamine Receptor Agonist: qHTS; D(3) dopamine receptor (Homo sapiens), P35462; D3R DiscoveRx beta-arrestin cells, luminescence, 90 min; max activation, %; hit rate 0.58% among 410,000; AID 652048, 2013; in the data active = max activation above about 30%; also: 0% is about no effect; mostly tested at two doses, the higher about 12 µM
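Agonist-mode cell screen: cells plated at 1500/well and incubated overnight at 37 °C, then exposed to library compounds for 90 min at 37 °C. Detection reagent was added for 30–60 min at room temperature, and luminescence was read.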
GLP1R inv ag – qHTS of GLP-1 Receptor Inverse Agonists (Inhibition Mode). Glucagon-like peptide 1 receptor (Homo sapiens), P43220. HEK293 GLP-1R CRE-luciferase, luminescence, 24 h; GLP-1R form is constitutively active. Potency, µM (doses to about 38.3 µM), for the others: top-dose activity change, negative = inhibition, actives largely listed as inhibitors. hit rate 1.6% among 410,000; also: potency is read from the fitted curve at half-maximal effect; % is scaled to controls: 0 for no effect and ±100 for the full control effect; nearly all actives have a fitted effect of over 55% in size
Target sequence (P43220 whole entry, looked up): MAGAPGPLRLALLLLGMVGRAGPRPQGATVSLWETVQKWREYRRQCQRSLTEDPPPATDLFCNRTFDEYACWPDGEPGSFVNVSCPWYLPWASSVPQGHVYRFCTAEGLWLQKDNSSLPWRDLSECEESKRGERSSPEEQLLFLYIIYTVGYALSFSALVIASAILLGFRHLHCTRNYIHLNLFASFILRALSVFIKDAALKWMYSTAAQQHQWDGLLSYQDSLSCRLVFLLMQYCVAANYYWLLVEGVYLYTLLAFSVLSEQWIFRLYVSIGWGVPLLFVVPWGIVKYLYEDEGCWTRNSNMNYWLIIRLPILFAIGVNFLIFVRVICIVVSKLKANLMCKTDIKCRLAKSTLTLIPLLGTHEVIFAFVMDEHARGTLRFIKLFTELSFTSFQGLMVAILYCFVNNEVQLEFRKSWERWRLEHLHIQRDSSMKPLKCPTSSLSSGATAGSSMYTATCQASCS
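Cells are plated, allowed 12 hours at 37 deg C, then treated with compounds for 24 hr before luciferase detection reagent is added and luminescence is read after 12 min at room temperature. The HEK293 line carries constitutively active GLP-1R with a cAMP-responsive reporter.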
aSyn yeast inh – qHTS of alpha-syn Inhibitors; Yeast expressing alpha-synuclein, growth rescue, BacTiter-Glo, 24 h; Potency, µM (titrated, usually from 46.1 µM), without a hit: top-dose growth rescue (activation), usual class: activators; hit rate 0.14% among 370,000; also: potency is read from the fitted curve at half-maximal effect; % of control where 0% means no effect; nearly all actives have a fitted effect of over 65% in size
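Screening used galactose-induced yeast with toxic alpha-synuclein levels, exposed to compound for 24 hr at 30 deg C. Cell growth, read with BacTiter-Glo luminescence, gave the measured signal.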
TDP43 rescue – qHTS of TDP-43 Inhibitors; AID 652104, 2013; hit rate 1.8% among 410,000; Potency, µM (highest dose often 46.1 µM), inactives show at the top dose growth rescue (activation), hits mostly activators; TDP-43 expressing yeast growth rescue, BacTiter-Glo, 24 h; also: potency is read from the fitted curve at half-maximal effect; % of control where 0% means no effect; nearly all actives have a fitted effect of over 50% in size
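Yeast expressing TDP-43 (pregrown in raffinose, seeded at OD600=0.02 in galactose medium) exposed to compounds 24 hr at 30 deg C. Growth read by BacTiter-Glo luminescence; rescue of toxicity appears as increased signal.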
GLP1R ag – qHTS of GLP-1 Receptor Agonists. Glucagon-like peptide 1 receptor (Homo sapiens), P43220. HEK293 GLP-1R CRE-luciferase, luminescence, 4-6 h; cells express a hypersensitive GLP-1R form. Potency, µM (series often up to 45.6 µM), without a hit: at the top dose activation, actives largely listed as activators. hit rate 0.007% among 380,000; also: potency is read from the fitted curve at half-maximal effect; % of control where 0% means no effect
* = called active by the depositor; i = inactive; ? = inconclusive; nt = no result given; [ ] = dose if it differs, or a comment. Unless noted, calls follow the shape of the dose curve; as a rule, active = well fitted curve in the direction sought with a large enough effect; inconclusive = small, poorly fitted or top-dose-only effect, or another doubt; inactive = no such curve, though single readings can be large; an effect the other way counts as inactive or inconclusive. The list is partial (hit frequency here may not be typical).

SMILES | PTHR1 ag | DRD3 antagonist | KB-V1 MDR tox | HEK293 tox | DRD3 agonist | GLP1R inv ag | aSyn yeast inh | TDP43 rescue | GLP1R ag
COc1cc2c(C(=O)N3CCN(c4ccccc4C)CC3)c(C)oc2cc1Br | -10% | 9 | 5.8µM* | 18% | 12 | -5% | 8% | ? | -3%
Cc1cccc(CC2S/C(=N/c3ccccn3)NC2=O)c1 (stereo not drawn) | i | -28 | -22% | -33% | -3 | ? | 0% | 0% | 1%
O=C(NC(Cc1ccccc1)C(=O)N1CCN(c2ccc(F)cc2)CC1)c1ccccc1 (stereo not drawn) | -12% | -1 | ? | -30% | 1 | ? | 4% | 5% | 6%
Cc1ccc2c(c1)C(c1ccccc1)CC(=O)O2 (stereo not drawn) | i | -3 | 9% | -13% | 3 | 2% | 6% | 0% | -4%
CCOC(=O)C1CCN(C(=O)Nc2ccc(C)c(Cl)c2)CC1 | 6% | -18 | -18% | 3% | -17 | -17% | 2% | 22% | -1%
COc1ccc(-c2sc3ccccc3c2C#CCO)cc1 | -41%[inhibitor] | 18 | 1% | -3% | 0 | ? | 6% | ? | 8%
CC(C)(C)c1ccc(-c2nnc3sc(-c4ccncc4)nn23)cc1 | i | 6 | 8% | -7% | 10 | 96%[activator] | -1% | 22% | 10%
Cc1ccc(CCNC(=O)C(C)n2nc(C)c3c(C)n(-c4ccccc4)nc3c2=O)cc1 (stereo not drawn) | 0% | -6 | -14% | -13% | 5 | -25% | -1% | 5% | 11%
CCOc1ccc(/C=N/NC(N)=S)cc1 | i | -8 | ? | ? | -3 | -13% | -4% | ? | 6%
Nc1ccc(C(=O)N/N=C/c2cccc(Oc3ccccc3)c2)cc1 | -6% | -12 | 33% | -10% | -1 | ? | 0% | 13µM* | 21%
Cc1cc(C(=O)NC(C)c2ccncc2)cs1 (stereo not drawn) | -5%[57.5 µM] | 6 | ? | -13% | 3 | 0% | -7% | -9% | -8%
COc1ccc(C2=NN(CC(=O)Nc3cc(C)ccc3C)C(=O)CC2)cc1 | i | 6 | 1% | 0% | 4 | 15% | 9% | 5% | 19%
COc1ccccc1NC(=O)c1sc2ncn(CC(=O)Nc3ccccc3)c(=O)c2c1C | -13% | -5 | 2% | -34% | -8 | 3% | -3% | 22% | 5%
CC(C)(O)C#Cc1cccc(-c2nc(C(=O)NCCCN3CCOCC3)cc3c2[C@H](CCO)N(S(=O)C(C)(C)C)C3)c1 (stereo partly drawn) | -15% | -22 | 29% | 3% | 1 | 25% | -3% | 14% | 5%
CCc1ccccc1NC(=O)Cn1c(=O)n(CC2CCC(C(=O)NCCc3ccccc3)CC2)c(=O)c2ccccc21 (stereo not drawn) | i | nt | 19% | 6% | 0 | 12% | nt | 19% | 0%
O=P(O)(O)c1cc(-c2ccccc2)oc1-c1ccccc1 | i | 8 | 6% | 4% | 10 | 15% | -10% | -21% | -5%
CCn1cc(C(=O)NCc2ccc(C)cc2)c(=O)c2cc(S(=O)(=O)N(C)C)ccc21 | i | -23 | -19% | 6% | -1 | 44%[activator] | 0% | ? | -3%
CCC1Oc2ccccc2N(CC(=O)N2CC(C)CC(C)C2)C1=O (stereo not drawn) | -25% | 3 | ? | 5% | -5 | ? | 0% | -7% | -5%
Cn1c(-c2ccccc2)c[n+]2c1CCCCC2 | -7% | -8 | 0% | 0% | 1 | 6% | -6% | 1% | 4%
COc1ccc(N2CCN(C(=O)c3cc(=O)c4cc(C)cc(C)c4o3)CC2)cc1 | i | 21 | -1% | 4% | -13 | 7% | 10% | 14% | 3%
Cc1ccc(C2CCN(C(=S)Nc3cccc(Cl)c3)C2)cc1 (stereo not drawn) | -72%[inhibitor] | -12 | 7% | -17% | -7 | ? | -4% | ? | 15%
COc1ccc(C(C)=O)cc1CN(C)C | 23%[57.5 µM] | -3 | ? | -2% | -1 | 10% | -1% | 4% | 9%
Cc1ccc(NC(=O)CSCC(=O)N(C)CC(=O)Nc2c(C)cccc2C)cc1 | -14% | 0 | 1% | -1% | 1 | ? | ? | 1% | 1%
O=C(c1cccs1)N1CCN(c2ncccn2)CC1 | i | -12 | 4% | -14% | 1 | 3% | 5% | 16% | 5%
FC(F)Sc1ccc(NC(=S)NCC2CCCCC2)cc1 | -28% | -19 | -25% | ? | -35 | ? | -61%[inhibitor] | -88%[inhibitor] | 0%
CCCCN(C(=O)c1cc(-c2ccc(F)cc2)nc2ccccc12)c1c(N)n(CCCC)c(=O)[nH]c1=O | i | -5 | -16% | -2% | -2 | ? | 0% | 16% | -1%
Cc1nnc(NC(=O)CCN2C(=O)C3CC=CCC3C2=O)s1 (stereo not drawn) | i | 65 | 36% | 4% | -10 | 4% | 4% | 9% | 0%
Cc1ccc(C(=O)O)cc1-c1ccc(/C=C2\SC(=O)N(CC(=O)Nc3ccccc3)C2=O)o1 | i | -18 | 0% | -8% | -9 | 7% | -3% | -10% | 0%
Cc1cc(C)cc(NC(=O)OCCN2CCN(Cc3ccccc3)CCC2=O)c1 | i | 10 | 34% | 6% | -3 | 8% | 6% | 2% | -2%
COc1ccc(C(NC(=O)C(C)C)c2c(O)ccc3ccccc23)cc1OC (stereo not drawn) | -19% | -12 | -18% | 2%[1.53 µM] | -4 | ? | 3% | -2% | -2%
CSCCC(NS(=O)(=O)c1ccc(Cl)cc1)C(=O)OCC(=O)NC1CCCCC1 (stereo not drawn) | i | 12 | 6% | -1% | -15 | -11% | -3% | 3% | 6%
COCCN(CC(=O)NCC1CCCO1)C(=O)CCC(=O)Nc1cc(C)ccn1 (stereo not drawn) | 17% | 5 | 15% | 1% | 1 | 2% | 3% | -12% | 2%
O=C(NCc1ccccc1Cl)C1CCC(=O)N(C2CCCC2)C1 (stereo not drawn) | i | 16 | 4% | -2% | -2 | -9% | 0% | -3% | -3%
Cc1cccnc1NC(=O)Cn1nc([N+](=O)[O-])cc1C | i | -10 | -11% | 0% | -9 | 12% | -3% | -7% | 10%
COC(=O)Cn1c(=O)c2cccn2c2cccnc21 | 16% | nt | nt | 2% | 7 | 19% | nt | 23% | nt
CC(C)C(NS(=O)(=O)c1cccc2nsnc12)C(=O)NCc1ccc2c(c1)OCO2 (stereo not drawn) | i | -6 | -13% | -1% | -7 | -7% | -2% | 0% | -4%
Cc1cc(C)cc(OCC(=O)OCC(=O)NCc2ccco2)c1 | i | -26 | 11% | -7% | 0 | 1% | 2% | -17% | -7%
COC1C(O)C(O)C(O)C(O)C1O (stereo not drawn) | i | 12 | 15% | 3% | 4 | 0% | -4% | 17% | -8%
Cc1cc(N2CCCC(C(=O)Nc3cccc(Cl)c3)C2)n2ncnc2n1 (stereo not drawn) | -5% | 2 | ? | 7%[7.66 µM] | 1 | 6%[7.66 µM] | 0% | 11% | 8%
COc1cc(OC)c(OC)cc1/C=C(\C#N)C(=O)NCc1cccs1 | i | 0 | 1% | -16% | -4 | 15% | -4% | -3% | 10%
CSC(=NS(=O)(=O)c1ccc(C)cc1)SC | i | -17 | 19% | -14% | 0 | ? | 5% | 0% | -11%
Nc1nc(N2CCN(c3cccc(Cl)c3)CC2)n[nH]1 | i | -5 | 5% | 13%[7.66 µM] | -1 | 3%[7.66 µM] | -10% | -10% | 2%
Cc1ccc(OCC(=O)O/N=C(\N)c2ccncc2)cc1C | -4% | 8 | 0% | -5% | 14 | 13% | 1% | 23% | 22%
NS(=O)(=O)c1ccc(CCNC(=O)CSCc2ccccc2)cc1 | -14% | 16 | 8% | -11% | 2 | -3% | 10% | 3% | -4%
COc1ccc(Cl)cc1NC(=O)CSc1nc2[nH]ncc2c(=O)[nH]1 | -8% | 4 | 18% | 4% | 8 | 1% | -1% | 7% | 10%
Cc1ccc(C(=O)OCC(=O)NC2CC2)s1 | -3% | -3 | -6% | -16% | 10 | 7% | -7% | -22% | 10%
CCOc1ccc(OCC)c(NC(=O)C2CCN(S(=O)(=O)c3c(C)noc3C)CC2)c1 | -5% | 3 | -14% | -3% | 1 | -13% | 6% | 0% | -5%
CC(C)CC(N)c1csc(Nc2ccc(S(C)(=O)=O)cc2)n1 (stereo not drawn) | 6% | 6 | -13% | -11% | -1 | -25% | 1% | 5% | 0%
C[C@H](NC(=O)c1ccco1)C(=O)N1CCCC1 | 10% | -8 | -14% | 13% | -2 | 2% | -6% | 0% | 8%
Cc1nc2c(oc3ccccc32)c(=O)o1 | i | 22 | 0% | 5% | 2 | -6% | 3% | 5% | 3%
Cc1nn(C)c(NC(=O)c2ccccc2Cl)c1Br | i | -5 | 9% | -12% | 0 | 7% | 6% | 11% | 14%

Looked up by compound from the entries so far (4):
SMILES | PTHR1 ag | DRD3 antagonist | KB-V1 MDR tox | HEK293 tox | DRD3 agonist | GLP1R inv ag | aSyn yeast inh | TDP43 rescue | GLP1R ag
Cc1nnc(NC(=O)CCN2C(=O)C3CC=CCC3C2=O)s1 (stereo not drawn) | i | 65 | 36% | 4% | -10 | 4% | 4% | 9% | 0%
CCOc1ccc(OCC)c(NC(=O)C2CCN(S(=O)(=O)c3c(C)noc3C)CC2)c1 | -5% | 3 | -14% | -3% | 1 | -13% | 6% | 0% | -5%
COc1ccccc1NC(=O)c1sc2ncn(CC(=O)Nc3ccccc3)c(=O)c2c1C | -13% | -5 | 2% | -34% | -8 | 3% | -3% | 22% | 5%
O=C(NCc1ccccc1Cl)C1CCC(=O)N(C2CCCC2)C1 (stereo not drawn) | i | 16 | 4% | -2% | -2 | -9% | 0% | -3% | -3%
